TTR transcr act = TTR transcription activators in neuroblastoma reporter cells, primary screen, cell-based, luminescence, SH-SY5Y, TTR promoter Gaussia luciferase. activation, % at 16.7 µM. actives 1.3% (n = 92,000). AID 1117267, 2014. 100% = recombinant luciferase protein wells;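 active means activation above the mean of all tested compounds plus 3 SD, cut at about 9.5% in these data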;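 further: cells exposed to compounds for one day before reading; 0% = median of all test compound wells on the plate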
Starred values were filed as active, the others as inactive.

TTR transcr act	SMILES
3.5	Cc1cc([N+](=O)[O-])nn1CC(=O)N1CCCc2ccccc21
-1.1	CC1(C)CC(NC(=O)CSc2ccccc2)CC(C)(C)N1
26*	COc1ccc(C(OC(=O)c2ccco2)C(=O)NC(C)(C)C)cc1 (stereo not drawn)
-1.1	Cc1ccc(S(=O)(=O)N/N=C/c2cc([N+](=O)[O-])ccc2O)cc1[N+](=O)[O-]
-0.6	C#Cc1cccc(NC(=O)c2ccc3c(c2)C(=O)N(Cc2cccnc2)C3=O)c1
4.4	Cc1noc(C)c1NC(=O)N(C)C[C@@H]1OCc2cnnn2CCCC(=O)N([C@H](C)CO)C[C@@H]1C
-1.0	COc1cc(OC)c(NC(=O)CC(=O)Nc2cc(Cl)c(OC)cc2OC)cc1Cl
0.1	CCOC(=O)c1c(N=CN(C)C)c2cc([N+](=O)[O-])cnc2n1C
0.3	O=C(NCCc1nc2ccccc2n1CCOc1ccc2cccnc2c1)C1CCCCC1
13*	Cc1ccc(-c2cc(C(=O)N/N=C/C=C/c3ccccc3)n[nH]2)s1
0.5	CCOC(=O)C1(Cc2ccccc2C(F)(F)F)CCN(C2CCN(C(C)C)CC2)CC1
3.6	O=C(NCc1ccccc1Br)c1ccco1
1.4	O=C(NCCCN1CCOCC1)C1CCC(=O)N1CCc1ccccc1 (stereo not drawn)
2.2	COc1ccccc1C(=O)C1Nc2ccccc2-c2nnc(SC)nc2O1 (stereo not drawn)
-0.2	CN1CCN(CC#CC2(O)CCCCC2)CC1
-2.4	CCOCCOC(=O)c1[nH]c2c(c1C)C(=O)CC(c1cccs1)C2 (stereo not drawn)
0.8	CCCCCn1c(=O)[nH]c2cc(C(=O)NCCCN3CCC(C)CC3)ccc2c1=O
0.6	C[C@@H]1CN([C@H](C)CO)C(=O)CCCn2nncc2CO[C@H]1CN(C)S(=O)(=O)c1ccccc1
9.4	COc1cc2ccc(CC(N)=O)cc2cc1OC
0.3	COC(=O)c1ccccc1NC(=O)Cc1ccccc1OC
-0.9	CCOC(=O)N1CCN(c2c(NCCCN(C)c3ccccc3)c(=O)c2=O)CC1
1.6	CC(Sc1nc(-c2ccccc2)cc(C(F)(F)F)n1)C(=O)N1CCCC1 (stereo not drawn)
2.1	O=C(CCCOC(=O)c1ccc(O)cc1)c1ccccc1
3.3	C[C@H](NC(=O)c1nc[nH]c1C(=O)N1CCc2ccccc2C1)c1ccccc1
9.8*	Cc1ccc(N=C2SC(C(=O)Nc3ccc(OC(F)(F)F)cc3)C(N)=C2C(=O)Nc2c(C)cc(C)cc2C)cc1 (stereo not drawn)

Next results follow.
TTR transcr act	SMILES
1.9	O=S1(=O)[C@H]2C[C@@H]3C=C[C@@]2(CN1Cc1cccc(F)c1)O3
5.8	CCn1c(C(O)c2cccc(OC)c2OC)nc2ccccc21 (stereo not drawn)
0.8	COc1ccc(OCc2nc3c4cc(OC)c(OC)cc4nc(=S)n3[nH]2)cc1
0.5	O=C(CCc1ccc(S(=O)(=O)NC2CCCCC2)cc1)NCc1ccccc1
-2.8	CC(C)CC1C(=O)N(Cc2cn(CCC3OCCO3)nn2)CCS(=O)(=O)N1Cc1ccc(-c2ccncc2)cc1 (stereo not drawn)
2.5	Cc1nc2c(C)cccn2c1C(=O)c1ccccc1
-0.1	N#CCC(=O)Nc1ccccc1C(=O)O
-0.2	Cc1cc(=O)oc2cc(OCC(=O)N/N=C/c3ccccc3O)ccc12
0.4	CC(=O)Nc1n[nH]c(-c2ccc(C)cc2)c1C
6.1	Fc1ccc2cnc(-c3ccccc3)c(-c3ccc(C(F)(F)F)cc3)c2c1
1.9	CCOC(=O)c1cc2c(c(CCO)n1)[C@@H](CCO)N(S(=O)(=O)C(C)(C)C)C2
2.7	CC1CCN(C(=O)c2ccc(NS(=O)(=O)c3ccc4[nH]c(=O)[nH]c4c3)cc2)CC1
1.4	CCOC(=O)c1cnc(-n2nc(C)cc2C)nc1N1CC(C)OC(C)C1 (stereo not drawn)
0.1	CC(C)(C)NC(=O)C(c1ccc(F)cc1)N(CCc1ccccc1)C(=O)c1ccn[nH]1 (stereo not drawn)
1.2	COc1ccc(CC(=O)OCC(=O)Nc2ncc(Cl)c(C)c2Cl)cc1
0.1	Cc1cc(NC(=O)COC(=O)c2ccccc2O)no1
-1.3	CN(Cc1nccn1C)C(=O)c1cc(COc2ccc3ncccc3c2)on1
-0.6	COc1ccc(C(=O)C[n+]2ccc(-c3nnc4n3CCCCC4)cc2)cc1
1.6	CN(CC(=O)Nc1ccc(Br)cc1)Cc1ccccc1
1.7	O=C(O)c1cccc(S(=O)(=O)Nc2ccc(O)cc2Sc2nc3ccccc3s2)c1
1.1	CN1C(=O)CC(C(=O)O)SC1=Nc1cccc(C(F)(F)F)c1 (stereo not drawn)
1.5	COc1ccccc1C(=O)Nc1cccc(Oc2c(F)c(F)c(F)c(F)c2F)c1
-1.0	O=C(NC(=S)Nc1ccccc1Br)c1cccnc1
0.3	Cc1onc(-c2c(Cl)cccc2Cl)c1C(=O)Nc1ccc(N2CCOCC2)cc1
-1.9	C[C@H]1CN([C@@H](C)CO)C(=O)CCCn2cc(nn2)CO[C@@H]1CN(C)C(=O)Nc1ccc(N2CCN(C)CC2)cc1

Next part:
TTR transcr act	SMILES
-0.9	Cc1ccc(S(=O)(=O)N[C@H](C(=O)OCC(=O)NC(=O)C2CCCCC2)C(C)C)cc1
0.1	O=c1c2ccccc2oc2cc(NCCCN3CCOCC3)ccc12
1.0	CCOc1ccc(C(C)=O)cc1Cc1c(O)nc(N)[nH]c1=O
-0.6	O=c1c2ccccc2n2c(-c3ccc(F)cc3)nnc2n1Cc1ccccc1
-1.8	CN(C)c1ccc(-n2cccc2/C=C2/SC(=Nc3ccc(F)cc3)NC2=O)cc1
1.7	CC(=O)c1cc(-c2ccccc2)n(CC(=O)Nc2cccc(C)c2C)c1C
-2.0	O=C(N/N=C\c1cc(Br)c(Br)o1)C1COc2ccccc2O1 (stereo not drawn)
-0.5	O=C(O)c1nc(Cl)c(Cl)c(N/N=C/c2ccccc2C(F)(F)F)c1Cl
-0.6	CCOC(=O)c1nc2ccc(C)cc2c2c1C1CC(c3c(Cl)cccc31)N2C(=O)OCc1ccccc1 (stereo not drawn)
1.0	O=C(N[C@@H](Cc1ccccc1)C(=O)O)c1cccnc1
-0.7	O=S(=O)(N[C@@H]1C[C@H]2CC[C@@H]1C2)c1cccs1
0.7	COc1ccc(Nc2nc(OC)nc(N3CCN(c4ccc(OC)cc4)CC3)n2)cc1
2.0	CCOC(=O)c1c(CSc2ccccc2)n(C)c2cc(Br)c(OC)c(O)c12
-1.0	Nc1ccc(-c2nnn(Cc3ccccc3)n2)cc1
10*	O=C(c1ccco1)N1CCN(C2CC(=O)N(c3ccc(F)c(Cl)c3)C2=O)CC1 (stereo not drawn)
-2.4	CCOc1ccc(Br)cc1-c1noc(-c2cccs2)n1
-1.0	Cc1[nH]c2ccccc2c1CCN(Cc1cccnc1)C(=S)Nc1ccc(F)cc1
0.0	C=C1CCN([C@@H](CC(C)C)C(=O)Nc2ccc(OC)cc2)S(=O)(=O)c2ccccc21
-0.2	CCOc1ccc(/C=C/C(=O)N(CC)CC(=O)Nc2ccc3c(c2)OCCO3)cc1OCC
1.3	COc1ccc([N+](=O)[O-])cc1NC(=O)c1cn(-c2ccc(Cl)cc2)c(=O)c2ccccc12
0.7	CC(=O)Nc1ccc(NC(=O)CSc2ccccn2)cc1
3.1	CC(C)/C(=N/Nc1ccccc1[N+](=O)[O-])c1ccccc1
0.2	NC(=O)c1cc(S(=O)(=O)Nc2ccc(OC(F)(F)F)cc2)cs1
1.4	CCC(C(=O)Nc1nc(C)cs1)c1ccccc1 (stereo not drawn)
0.5	COc1ccc(C(=O)Cn2c(NCCCO)nc3ccccc32)cc1OC

In the list so far, three contain two or more sulfur atoms.
TTR transcr act	SMILES
1.7	O=C(O)c1cccc(S(=O)(=O)Nc2ccc(O)cc2Sc2nc3ccccc3s2)c1
-0.7	O=S(=O)(N[C@@H]1C[C@H]2CC[C@@H]1C2)c1cccs1
0.2	NC(=O)c1cc(S(=O)(=O)Nc2ccc(OC(F)(F)F)cc2)cs1

Entries above that contain an NH in an aromatic ring:
TTR transcr act	SMILES
13*	Cc1ccc(-c2cc(C(=O)N/N=C/C=C/c3ccccc3)n[nH]2)s1
-2.4	CCOCCOC(=O)c1[nH]c2c(c1C)C(=O)CC(c1cccs1)C2 (stereo not drawn)
0.8	CCCCCn1c(=O)[nH]c2cc(C(=O)NCCCN3CCC(C)CC3)ccc2c1=O
3.3	C[C@H](NC(=O)c1nc[nH]c1C(=O)N1CCc2ccccc2C1)c1ccccc1
0.8	COc1ccc(OCc2nc3c4cc(OC)c(OC)cc4nc(=S)n3[nH]2)cc1
0.4	CC(=O)Nc1n[nH]c(-c2ccc(C)cc2)c1C
2.7	CC1CCN(C(=O)c2ccc(NS(=O)(=O)c3ccc4[nH]c(=O)[nH]c4c3)cc2)CC1
0.1	CC(C)(C)NC(=O)C(c1ccc(F)cc1)N(CCc1ccccc1)C(=O)c1ccn[nH]1 (stereo not drawn)
1.0	CCOc1ccc(C(C)=O)cc1Cc1c(O)nc(N)[nH]c1=O
-1.0	Cc1[nH]c2ccccc2c1CCN(Cc1cccnc1)C(=S)Nc1ccc(F)cc1

Later entries
TTR transcr act	SMILES
3.6	O=C(c1ccc(-c2ccccc2Cl)o1)N1CCCCCCC1
3.5	COc1cc(OC)cc(-c2nnc(SCc3cccnc3)o2)c1
-1.5	Cc1nccc(-c2cccc(NC(=O)c3ccccc3Cl)c2)n1
-1.3	COc1cccc(/C=N/NC(=O)CN2CC(c3ccccc3)CC2=O)c1OC (stereo not drawn)
1.2	COc1ccc(Cc2noc(CN3CCCC(C(=O)c4cccs4)C3)n2)cc1OC (stereo not drawn)
0.0	CC1SCC(=O)N(CC(=O)NCCc2ccccc2)C1=O (stereo not drawn)
-0.2	Cc1ccc(-c2csc(NC(=O)C3CC(=O)N(Cc4ccco4)C3)n2)cc1 (stereo not drawn)
1.1	O=C(Nc1ccc2nc(C3CC3)n(Cc3ccc(F)cc3)c(=O)c2c1)c1ccco1
-1.6	O=C(Nc1cccc(-c2nc3ccccc3o2)c1)c1cccnc1
-1.8	Cc1cccc(N(C(=O)Cn2nnc(-c3ccc(F)cc3)n2)C(C(=O)NC(C)(C)C)c2ccncc2)c1 (stereo not drawn)
-0.8	O=C(Cn1nc(C(F)(F)F)c2c1CCC2)NC1CCCCC1
-0.8	Cc1cc(-c2ccccc2)n(-c2ccccc2)n1
-5.1	CC1CC(Nc2cccc(O)c2)=CC(=O)O1 (stereo not drawn)
-0.1	N=c1c(S(=O)(=O)c2ccccc2)cc2c(=O)n3ccccc3nc2n1C1CCCC1
4.0	O=C/C(=C\Nc1ccc(Cl)cn1)c1nc2cc(Cl)ccc2o1
-0.2	Cn1c(SCc2ccc(Br)cc2)nnc1-c1ccccn1
-0.8	CCOC(=O)C1(Cc2cccc(OC)c2)CCN(Cc2ccon2)CC1
0.3	COc1ccc(Cc2nnc(N/N=C/c3ccc(O)cc3O)[nH]c2=O)cc1OC
-1.0	CCN1CCN(C(=O)c2cc3cc4ccc(OC)cc4nc3s2)CC1
7.4	CCOc1ccccc1CN1C(=O)NC(C)(c2ccccc2)C1=O (stereo not drawn)
-1.5	c1ccc(-c2nnc(NC3=NCCC3)o2)cc1
-0.2	Cc1cc(Cl)ccc1OC(C)C(=O)NCCCCc1ccccc1 (stereo not drawn)
-0.8	CCCCCn1c(CCC(=O)Oc2ccccc2OC)nc2c1c(=O)[nH]c(=O)n2CCCC
0.2	COc1cc(OC)cc(N2C(=O)CSCC2=O)c1
-0.1	Cc1ccc(NC(=O)C(=O)C2C(=O)Nc3ccccc32)cc1 (stereo not drawn)

Later entries.
TTR transcr act	SMILES
-0.2	CN1C2CCC1CC(NS(=O)(=O)c1cccc(C(F)(F)F)c1)C2 (stereo not drawn)
-0.2	C=CCN(CC=C)C(=O)C(=O)c1ccn(-c2c(C)csc2C(=O)OC)c1
-4.7	CC[n+]1ccccc1/C=C/c1ccc(N(C)C)cc1
0.1	C/C(Cc1ccccc1)=N\NC(=O)CNC(=O)c1cccc(Br)c1
-0.8	Cc1cccc(C(=O)NNS(=O)(=O)c2ccc(F)cc2)c1
-0.4	OCC[C@H]1C[C@@H](O)[C@H](O)[C@]2(Cc3ccccc3O2)O1
1.4	Cc1cc(-n2c(C)cc(C(=O)CSc3nncn3C(C)C)c2C)no1
0.7	CCN1CCCC1CNC(=O)c1cc2ccc(OC)cc2[nH]1 (stereo not drawn)
2.7	O=C(NCc1ccccc1)c1csc(-c2cccnc2)n1
3.9	CC(=O)Oc1ccccc1C1C[C@]2(C)CC(=O)NC2N1C(C)=O (stereo partly drawn)
-0.8	CC1(C)CC(=O)C=C(c2ccc(COC(=O)c3cccc(C(F)(F)F)c3)cc2)C1=O
0.2	CCCCN1C[C@@H]2CSCCS(=O)(=O)N2C1=O
-2.9	S=C(Nc1ccc(Cl)cc1Cl)NC1CCN(Cc2ccccc2)CC1
1.4	CCOC(=O)c1c(NC(=O)c2ccno2)c2cc([N+](=O)[O-])ccc2n1C
-3.1	Nn1c(Cc2cccc3ccccc23)n[nH]c1=S
-1.4	CC1C(=O)N(Cc2cn(CCC3OCCO3)nn2)CCS(=O)(=O)N1Cc1ccc(-c2ccc(Cl)cc2)cc1 (stereo not drawn)
-0.6	Cc1ccccc1S(=O)(=O)Oc1ccc2ccc(O)cc2c1
0.0	N/C(=N\OC(=O)Cc1ccc(Cl)cc1)c1ccccn1
2.0	COc1ccc(N2CC(O)=C(c3nc(-c4ccc(F)cc4)cs3)C2=N)cc1OC
0.1	CC(C)C[C@H](NC(=O)c1nc[nH]c1C(=O)NCCCCCNC(=O)OC(C)(C)C)C(=O)OCc1ccccc1
-2.8	O=C(NNC(=O)c1ccc(Cl)cc1Cl)c1ccc2ccccc2c1
1.6	O=C1CCC[C@H]2Cc3nc4ccccc4cc3C[C@]23CCCN13
2.7	C=C1CCN([C@@H](Cc2ccccc2)C(=O)O)S(=O)(=O)c2ccccc21
-0.1	COC(/C=C/Nc1ccc(C)cc1)=C(C#N)C#N
-1.8	O=C1C[C@H]2[C@H](CO)[C@@H](OC(=O)c3ccc(-c4ccccc4)cc3)C[C@H]2O1
0.4	COc1ccc(CCc2cc(OC)cc(=O)o2)cc1

High-throughput results deposited in PubChem by The Scripps Research Institute Molecular Screening Center.

A portion of the library; the hit share may differ from the screen's.
